Giardia kill – Small Molecules that selectively kill Giardia lamblia: qHTS; Giardia lamblia trophozoite viability; activity change, % at 7.66 µM, hits read low; hit rate 0.15% among 340,000; AID 540267, 2011; in the data active = activity change below about -80%; inconclusive = between about -30% and that limit;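 note: parasites exposed to compound for two days anaerobically before the ATP read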
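Trophozoites 100 cells/well + cpd; 48 hrs, 37 deg C, anaerobic. ATPLite 1-Step added, 15-30 min RT, luminescence read (ATP-based viability).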
GALK inh – qHTS Assay for Inhibitors of Human Galactokinase (GALK). hit rate 0.007% among 270,000. Potency, µM (highest dose often 57.5 µM), for the others: at the highest dose activity change, negative = inhibition, actives largely listed as inhibitors. Purified GALK, Kinase-Glo residual ATP luminescence; note: potency is the fitted concentration of half-maximal effect
Target sequence (P51570 whole entry, looked up): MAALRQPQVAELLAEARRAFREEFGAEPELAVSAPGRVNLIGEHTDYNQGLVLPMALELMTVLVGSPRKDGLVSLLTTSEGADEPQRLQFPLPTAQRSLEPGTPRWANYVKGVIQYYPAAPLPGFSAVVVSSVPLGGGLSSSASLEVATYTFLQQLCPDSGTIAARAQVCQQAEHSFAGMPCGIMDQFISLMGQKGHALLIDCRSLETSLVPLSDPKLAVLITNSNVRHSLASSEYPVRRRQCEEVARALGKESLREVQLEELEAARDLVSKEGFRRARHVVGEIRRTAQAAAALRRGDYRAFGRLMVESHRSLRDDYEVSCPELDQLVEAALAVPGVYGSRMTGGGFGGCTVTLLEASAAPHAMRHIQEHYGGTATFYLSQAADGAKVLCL
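The enzyme phosphorylates galactose (100 uM) using ATP (35 uM); inhibition is detected as higher residual ATP, quantified by bioluminescence after 1 h reaction at room temperature, pH 8.0.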
BCR signal inh – qHTS Assay to Find Inhibitors of Chronic Active B-Cell Receptor Signaling; ABC-DLBCL IkBa-CBG/CBR reporter, luminescence ratio, 4 h; Potency, µM (series often up to 46.1 µM), for inactives: top-dose ratio change, negative = lower green/red ratio, actives largely listed as inhibitors; hit rate 0.05% among 340,000; AID 493014, 2011; active = well fitted inhibition curve with a large enough effect in the signal ratio, with a control signal flat, not every such curve was filed as active; inconclusive = small, poorly fitted or top-dose-only effect, or effect the other way, or a change in a side signal; the % refers to the signal ratio;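 note: potency is the fitted concentration of half-maximal effect; plate controls were basal doxycycline-induced cells for no effect and cells given 10 µM MG132 for full effect; MG132 reads +100%, hits lower the ratio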
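Compounds up to 46 uM were incubated four hours with TMD8 cells whose green CBG68 luciferase is fused to IkappaBalpha; red CBR luminescence normalised the signal, and concentration-effect curves were fitted to fusion, red and ratio data.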
KCNH2 3.1 inh – qHTS for Inhibitors of KCHN2 3.1: Mutant qHTS; activity change, % (tested at about 1.8 µM); hit rate 0.95% among 340,000; Potassium voltage-gated channel subfamily H member 2, brain isoform KCNH2 3.1 (human); U2OS KCNH2 3.1, thallium flux FluxOr; stronger effect = lower value;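 active = maximum activity change below -70%; inconclusive = maximum activity change from -70% to -50%; inactive = maximum activity change above -50%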;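 note: thallium influx rate constant from kinetic fluorescence after stimulation buffer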
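Virally transduced U2OS (3.1 isoform, 4 h infection in dark at RT) → overnight 37 C → FluxOr + Red40 in HBSS/HEPES, 45 min → stimulation buffer, 2 min kinetic read → rate constant vs DMSO controls.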
B2AR arrestin – qHTS assay of beta-arrestin-biased ligands of beta2-adrenergic receptor; Beta-2 adrenergic receptor (Homo sapiens), P07550; beta-arrestin recruitment to beta2AR, cell-based reporter; Potency, µM (top dose mostly 46.1 µM), without a hit: at the top dose activation, usual class: activators; hit rate 0.02% among 330,000;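 note: potency is the fitted concentration of half-maximal effect; 0% = DMSO controls and full agonism = EC100 isoproterenol or metaproterenol; nearly all actives have a fitted effect of over 65% in size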
uPA surface inh – qHTS for Inhibitors of Cell Surface uPA Generation; cell surface uPA generation assay, qHTS; Potency, µM (top dose mostly 38.3 µM), for inactives: top-dose activity change, negative = inhibition, usual class: inhibitors; hit rate 0.31% among 330,000; AID 540303, 2011; active = well fitted inhibition curve with a large enough effect; inconclusive = small, poorly fitted or top-dose-only effect; inactive = no such curve, though single readings can be large or run the other way; tested in mouse RAW 264.7 cells; note: potency is the fitted concentration of half-maximal effect; nearly all actives have a fitted effect of over 55% in size
PKM2 act – qHTS Assay for Activators of Human Muscle isoform 2 Pyruvate Kinase; Pyruvate kinase PKM (Homo sapiens), P14618; purified PKM2, Kinase-Glo ATP luminescence, activation; response scale: 0% is enzyme alone, no compound; Potency, µM (doses to about 57.5 µM), without a hit: at the top dose activation, most hits filed as activators; hit rate 0.34% among 260,000; AID 1631, 2009; note: potency is the fitted concentration of half-maximal effect; nearly all actives have a fitted effect of over 55% in size
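Purified hPK-M2 (>95%) run at intermediate activity with 0.1 mM ADP and 0.5 mM PEP in 50 mM imidazole pH 7.2, KCl, MgCl2; 1 h room temperature. ATP formed read by Kinase-Glo luminescence; normalized to uninhibited and no-enzyme controls.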
Eya2 inh – qHTS Assay for Inhibitors of the Phosphatase Activity of Eya2 | hit rate 0.006% among 330,000 | Protein phosphatase EYA2 (Homo sapiens), O00167 | recombinant Eya2, OMFP fluorescence dephosphorylation (OMFP is methylfluorescein phosphate) | Potency, µM (top dose mostly 76.9 µM), for inactives: at the highest dose activity, negative = inhibition, usual class: inhibitors; note: potency is the fitted concentration of half-maximal effect
Target sequence (O00167 whole entry, looked up): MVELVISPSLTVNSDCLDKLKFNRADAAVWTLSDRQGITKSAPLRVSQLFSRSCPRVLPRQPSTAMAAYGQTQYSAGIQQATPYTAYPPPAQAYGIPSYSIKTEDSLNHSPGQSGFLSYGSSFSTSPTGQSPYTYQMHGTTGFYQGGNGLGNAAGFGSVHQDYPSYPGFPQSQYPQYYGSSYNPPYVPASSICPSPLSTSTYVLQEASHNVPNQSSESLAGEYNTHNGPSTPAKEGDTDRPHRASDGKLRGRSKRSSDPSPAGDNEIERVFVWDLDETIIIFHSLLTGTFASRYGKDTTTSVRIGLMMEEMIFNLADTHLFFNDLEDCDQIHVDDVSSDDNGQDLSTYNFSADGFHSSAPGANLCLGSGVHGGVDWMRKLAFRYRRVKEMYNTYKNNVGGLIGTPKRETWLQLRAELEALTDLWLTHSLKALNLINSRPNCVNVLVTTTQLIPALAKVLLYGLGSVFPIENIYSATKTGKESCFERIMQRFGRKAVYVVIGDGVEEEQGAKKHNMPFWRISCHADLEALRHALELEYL
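Eya2 protein (added as 0.2 uM solution) was preincubated with compound for 10 min at ambient temperature in 50 mM HEPES pH 7.5, 50 mM NaCl, 5 uM MgCl2, 0.05% BSA, 1 mM DTT. OMFP (added at 50 uM) then reacted 10 min; fluorescence read at 485/525 nm.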
KCNH2 WT inh – qHTS for Inhibitors of KCHN2 3.1: Wildtype qHTS | Voltage-gated inwardly rectifying potassium channel KCNH2 (Homo sapiens), Q12809 | U2OS, BacMam KCNH2, thallium flux FluxOr; stronger effect = lower value | activity change, % at 1.84 µM | hit rate 0.37% among 340,000 | AID 720551, 2013;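 active = maximum activity change below -70%; inconclusive = maximum activity change between -70% and -50%; inactive = maximum activity change above -50%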
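U2OS cells transduced with wild-type KCNH2 virus are loaded with FluxOr dye for 45 min, and thallium flux is measured in kinetic reads before and after stimulation buffer. Rate constants are normalized to DMSO controls.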
Coupling enz – qHTS Assay for Inhibitors of Fructose-1,6-bisphosphate Aldolase from Giardia Lamblia: Coupling assay counterscreen; coupling enzyme system counterscreen, AmpLite Red fluorescence; activity change, negative = inhibition, % at 58.2 µM, hits read low; hit rate 0.67% among 290,000; AID 2472, 2010; in the data active = activity change below about -30%
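Activity here indicates interference with the coupling reaction, not aldolase inhibition. Compounds at 57.5 uM final met coupling enzymes for 10 min at RT; substrate and AmpLite Red detection followed, with a 525/598 nm fluorescence read after 20 min.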
USP2a block – qHTS Assay for Inhibitors of Ubiquitin-specific Protease USP2a Using CHOP2 as the Reporter; Potency, µM (top dose mostly 38.3 µM), without a hit: at the top dose activity change, negative = inhibition, usual class: inhibitors; Ubiquitin carboxyl-terminal hydrolase 2 (Homo sapiens), O75604; USP2 core, Ub-CHOP2 coupled fluorogenic reporter, 485/531; hit rate 0.01% among 330,000;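 note: potency is the fitted concentration of half-maximal effect; plate controls were DMSO wells for no effect and full inhibition by NEM control for full effect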
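Cell-free coupled assay: 10nM USP2 core preincubated 30min RT with compound in Tris-HCl pH 8.0/CaCl2/CHAPS buffer, then 25nM Ub-CHOP2 and 25nM reporter substrate; fluorescence (Ex 485/Em 531) read after 60min RT, normalized to NEM inhibition, concentration-response curves fitted.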
Starred values were filed as active, the others as inactive; ? = inconclusive; . = not tested or not shown; & = joins results of further samples; [ ] = remark or other dose. Unless noted, calls come from the whole dose curve; as a rule, active = well fitted curve in the direction sought with a large enough effect; inconclusive = small, poorly fitted or top-dose-only effect, or another doubt; inactive = no such curve, though single readings can be large; an effect the other way counts as inactive or inconclusive. Unless noted, % is set by controls: 0 for no effect and ±100 for the full control effect. Compounds were not picked by outcome, and some 2.4% of all compounds hit somewhere here.

SMILES	Giardia kill	GALK inh	BCR signal inh	KCNH2 3.1 inh	B2AR arrestin	uPA surface inh	PKM2 act	Eya2 inh	KCNH2 WT inh	Coupling enz	USP2a block
Cc1onc(C(=O)NCc2ccccn2)c1[N+](=O)[O-]	-9	-4%	3%	31	0.1%	-3%	6%	-14%	7	1	2%
CCOc1cc(NS(=O)(=O)c2ccc(Cl)cc2)c(OCC)cc1NC(=O)CC(C)C	-11	1%	?	-15	0.1%	.	-5%	-25%	0	-21	-6%
O=C1CCCN1CC(O)CS(=O)(=O)Cc1ccccc1Cl (stereo not given)	46[activator]	.	2%	20	0.3%	0%	.	-5%	-9	-1	-5%
Clc1ccc(-c2nnc(NCc3ccccc3)c3ccccc23)cc1	-6	-3%	?	-23	-0.2%	15%	-4%	-4%	0	5	-1%
CC(=O)c1c(O)cc(=O)n(-c2ccccc2)c1-c1ccc(Cl)cc1	-12	1%	5%	-1	-0.9%	-17%	-1%	3%	5	0	1%
Cc1ccc(S(=O)(=O)N2CCC(C(=O)OC(C)C(=O)NC(N)=O)CC2)cc1C (stereo not given)	-4	-2%	?	-1	-0.2%	-4%	7%	-2%	-1	7	2%
CCOC(=O)N1CCN(S(=O)(=O)c2ccc3c(c2)CC(C)N3C(C)=O)CC1 (stereo not given)	-7	-8%	6%	48	-0.2%	5%	.	3%	3	.	2%
COc1ccc(C)cc1NC(=O)C(Sc1nncn1C)c1ccccc1 (stereo not given)	-8	-1%	0%	-4	-0.8%	0%	1%	-7%	2	2	0%
COc1ccc(-n2ccnc2CN2CCN(C3CCCC3)C(CCO)C2)cc1 (stereo not given)	-5	6%	-21%	4	-0.1%	?	1%	2%	6	2	12%
Cc1ccccc1C(=O)N/N=C1/SCC(=O)N1Cc1ccc2c(c1)OCO2	-15	1%	-6%	9	-1.2%	-1%	-1%	4%	-15	3	4%
COC(=O)CSc1nnc(C)n1-c1cccc(OC)c1	6	2%	-20%	2	0.0%	-1%	-3%	6%	-12	5	0%
COc1ccc2cc(/C=C3\SC(=S)NC3=O)c(N3CCOCC3)nc2c1	-13	-7%	?	10	-0.3%	-9%	21%	6%	26	10	1%
Cc1cc(C)cc(NCc2cc3c(cc2[N+](=O)[O-])OCO3)c1	5	.	2%	-8	0.7%	-9%	2%	-8%	-5	-9	-1%
COCc1cc(=O)[nH]c(/N=C(\N)Nc2ccc(Oc3ccccc3)cc2)n1	-19	1%	?	-15	-0.3%	0%	-16%	-7%	-7	0	-4%
Cc1ccc(C)n1-c1nccc(-c2ccco2)n1	1	-2%	-6%	-9	-0.5%	0%	-9%	8%	-2	-5	0%
O=C1C2C3c4ccccc4C(c4ccccc43)C2C(=O)N1Cc1ccco1 (stereo not given)	-2	2%	-6%	3	-0.3%	15%	4%	-5%	-1	1	2%
O=C(CNC(=O)c1ccc(-c2ccccc2)cc1)Nc1cccc(CO)c1	8	.	?	-5	-0.2%	-3%	.	1%	-9	.	2%
COc1ccc(N=Nc2ccc(O)c3ncccc23)cc1	-8	1%	?	4	0.2%	?	-17%	9%	0	-3	2%
O=S(=O)(c1ccccc1)c1nnn2c1nc(NC1CCN(Cc3ccccc3)CC1)c1ccccc12	-14	0%	-3%	?	-0.4%	-8%	5%[0.46 µM]	10%	-29	2	2%
O=C(NNS(=O)(=O)c1cc(Cl)cc(Cl)c1)c1sccc1-n1cccc1	25	-4%	3%	0	0.0%	4%	-4%	-7%	-15	5	-1%
CCCn1c(SCC(=O)Nc2cc(S(=O)(=O)N3CCOCC3)ccc2OC)n[nH]c1=O	-8	0%	-3%	-27	1.8%	-1%	1%	-2%	-2	-2	2%
CCN1CCCC1CNC(=O)c1cc(S(=O)(=O)N(C)C)ccc1Cl (stereo not given)	3	8%	1%	-11	-0.2%	5%	6%	15%	9	3	0%
O=C(NCc1ccncc1)C(=O)NCc1ccco1	?	2%	0%	9	-0.2%	-2%	-5%	4%	-6	3	4%
CCCCCCCC[n+]1cccc(C(=O)N2c3c(nc(N)[nH]c3=O)NC(C)C2C)c1 (stereo not given)	6	0%	-1%	16	0.0%	1%	1%	-8%	-12	-1	0%
CCOC(=O)CC(=O)CSc1ncnc2c1nnn2-c1ccc(F)cc1	4	14%	?	-6	-0.1%	14%	5%	-1%	-5	2	-2%
Cc1noc(C)c1COc1ccc(C(=O)OCC(=O)Nc2c(C)n(C)n(-c3ccccc3)c2=O)cc1	5	-1%	-1%	12	-0.1%	-5%	3%	2%	7	5	-1%
O=C1CNC(=O)/C1=C\N1CCCCC1	-3	0%	6%	16	-0.2%	-5%	2%	5%	1	-3	3%
COc1cccc2cc(/C(=N/O)c3ccccc3)oc12	11	12%	?	0	-0.4%	-13%	-10%	-15%	.	-1	-1%
Cc1c(Cl)cnc(NC(=O)COC(=O)CNC(=O)c2ccccc2)c1Cl	-10	.	1%	8	-1.0%	8%	.	-17%	-5	.	1%
CCc1ccccc1NC(=O)C1CCCN(c2ncnc3onc(-c4ccc(F)cc4)c23)C1 (stereo not given)	6	1%	1%	9	-0.1%	7%	.	-4%	-3	1	3%
CCOC(=O)c1ccccc1N1C(=O)C2Sc3[nH]c(=O)sc3C(/C=C/c3ccccc3)C2C1=O (stereo not given)	-16	0%	?	0	5.6%	2%	5%	-1%	2	-8	1%
O=C(O)C1CCCN(C(=O)c2cccc3ccccc23)C1 (stereo not given)	11	1%	2%	25	-0.6%	3%	5%	-2%	-2	0	-1%
O=C(CSc1nc2ccccc2o1)Nc1ccc(Cl)cc1	-3	-2%	7%	-11	-0.4%	-6%	0%	-5%	1	2	-1%
COc1ccc(CC2(C)OC(c3ccc(C)c([N+](=O)[O-])c3)=NN2C(C)=O)cc1 (stereo not given)	-6	-3%	4%	-33	-0.5%	4%	2%	-1%	-5	3	2%
CCCCn1c(N)c(N(CC(C)C)C(=O)c2ccc(-c3ccc([N+](=O)[O-])cc3)o2)c(=O)[nH]c1=O	-15	.	0%	-8	-0.2%	2%	.	10%	2	.	2%
Cn1c(N)cc(=O)n(Cc2ccccc2)c1=O	6	.	-4%	18	-0.3%	13%	-12%&1%	-9%	-5	0&0	3%
COc1ccc(CCNC(=O)Cc2cc(OC)c(OC)cc2Br)cc1OC	0	-2%	-5%	15	0.0%	6%	-1%	-5%	-2	1	5%
CCOC(=O)C1CCN(C(=O)C2CCN(S(=O)(=O)c3ccc4c(c3)CC(C)N4C(C)=O)CC2)CC1 (stereo not given)	23	8%	5%	2	0.0%	-1%	.	-1%	-9	1	-5%
CC1CC1C(=O)OCC(=O)Nc1cccc([N+](=O)[O-])c1 (stereo not given)	-12	-1%	-2%	-3	-0.1%	.	5%	?	2	1	3%
O=C(c1cccc(F)c1)N1CCN(c2ccc([N+](=O)[O-])c3cccnc23)CC1	-83*	-2%	?	15	0.2%	0%	-1%	5%	31	-5	2%
Cc1cc(C(=O)Nc2c(F)cc(F)cc2Br)c(C)o1	0	-4%	21%	-8	-0.2%	.	-1%	-5%	14	3	2%
O=C(Nc1ccc(NC(=O)c2cccnc2Cl)cc1)c1cccc(Cl)c1	9	-7%	1%	7	0.5%	-1%	.	0%	-13	-4	1%
CS(=O)(=O)Nc1ccccc1C(=O)NCc1ccccc1Cl	-3	3%	-8%	5	-1.1%	-2%	2%	3%	6	2	-6%
CC1CC(=O)C2=C(C1)Nc1ncnn1C2c1ccccc1 (stereo not given)	-16	3%	?	-19	-0.4%	.	0%	-3%	-7	-3	0%
Cc1ccc(NC(=S)N(Cc2cccs2)Cc2cc3cccc(C)c3[nH]c2=O)cc1	6	0%	?	-7	3.8%	-1%	4%	4%	2	0	4%
